Peg3 promoter – reduces Peg3 promoter-driven luciferase expression in HeLa; HeLa PEG-Prom luciferase reporter, luminescence, overnight; inhibition, % at 20 µM; 1.7% of 360,000 active;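 active means inhibition of at least 50% at 20 µM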
NR2E3 ag-1 – agonists of human nuclear receptor NR2E3; Q9Y5X4; GST-NR2E3/biotin-RetCOR TR-FRET, 1536-well; inhibition of corepressor binding, % at 4.78 µM; 0.12% of 320,000 active; AID 2300;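 active means percent inhibition above the cutoff of mean plus 3 SD of all tested compounds, set per screening campaign, cut at about 20% in these data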;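 further: 0% = DMSO wells and 100% = biotin wells as full block of FRET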
Target sequence (Q9Y5X4 whole entry, looked up): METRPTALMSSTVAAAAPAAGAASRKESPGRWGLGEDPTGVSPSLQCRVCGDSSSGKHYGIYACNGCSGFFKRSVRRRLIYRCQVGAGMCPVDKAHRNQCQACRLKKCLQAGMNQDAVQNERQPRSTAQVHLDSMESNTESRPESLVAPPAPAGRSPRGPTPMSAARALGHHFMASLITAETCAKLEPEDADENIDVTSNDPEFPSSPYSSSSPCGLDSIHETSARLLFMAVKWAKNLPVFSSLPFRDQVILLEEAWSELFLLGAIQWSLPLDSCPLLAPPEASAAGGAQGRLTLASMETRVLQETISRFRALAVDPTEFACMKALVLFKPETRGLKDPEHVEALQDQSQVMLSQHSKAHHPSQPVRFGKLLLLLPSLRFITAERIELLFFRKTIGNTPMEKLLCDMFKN
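Assay system: NR2E3–RetCOR corepressor complex. Quantity: 1.35 nM GST-NR2E3. Buffer or medium: pH 7.5 Tris-based buffer. Reagent: biotinylated RetCOR corepressor at 7 nM final. Schedule: 5 h at 4 °C. Detection: TR-FRET, emission read at 617 and 671 nm. Replicates: one well per compound, singlicate testing.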
C8 TRAIL sens – caspase-8 TRAIL sensitization; NB7+C8 cells + TRAIL, ATPlite viability luminescence; inhibition (viability loss, TRAIL sensitization), % at 10 µM; 1% of 360,000 active; AID 624354;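 active means compounds causing at least 50% loss of cell viability in the single-dose screen, relative to plate controls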
NR2E3 ag-2 – human photoreceptor-specific nuclear receptor agonism. CHO-S Gal4-NCOR/VP16-NR2E3 two-hybrid, luciferase. inhibition of corepressor binding, % at 3.98 µM. 0.35% of 360,000 active. AID 602229;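 active means inhibition above the mean of all tested compounds plus 3 SD, cut at about 70% in these data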;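 further: 0% = DMSO with NR2E3 transfected cells and 100% = cells lacking NR2E3 construct; higher means lower luciferase signal from less NR2E3 corepressor binding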
TWEAK-Fn14 inh – TWEAK-Fn14 signaling inhibition; TWEAK-stimulated Fn14 reporter cells, luciferase luminescence, 8 h; inhibition, % at 10 µM; 2% of 360,000 active; in the data active means inhibition above about 50%
CF NFkB block – blocks PAF-induced NF-kB reporter in cystic fibrosis cells; 0.86% of 360,000 active; inhibition, % at 5 µM; KKLEB NF-kB-GFP reporter, GFP fluorescence overnight; AID 588850;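 active means at least 50% inhibition at 5 µM, scaled per plate between neutral and stimulator controls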;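 further: PAF is a Pseudomonas aeruginosa culture filtrate used as stimulus; plate controls were PAF-stimulated DMSO wells for no effect and unstimulated DMSO wells for full effect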
HIF-2a inh – blocks HIF-2a reporter activity | 786-0 RCC cells HIF-2a reporter, luciferase luminescence, overnight | inhibition, % at 18.8 µM | 0.72% of 360,000 active;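 active means inhibition of the luminescence signal of 40% or more relative to plate controls, in a single-dose primary screen at 18.75 µM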
TROY NFkB inh – TROY signaling inhibition | inhibition, % at 10 µM | AID 1347056 | 0.98% of 360,000 active | Q293 LMP1-TROYcd NF-kB luciferase reporter, 4 h;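 active means compounds whose plate-normalised and pattern-corrected inhibition of the luciferase reporter signal at the single screening dose is 50% or more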
TRPM1 prom inh – reduces MITF-dependent TRPM1 promoter luciferase signal; SK-MEL-5 TRPM1 promoter luciferase, 24 h; inhibition, % at 12.5 µM; 0.83% of 330,000 active;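 active means mean inhibition across replicates of 60% or more, whatever share of single replicates reaches that level; inconclusive means some that reach 60%, reason not given; inactive means mean inhibition across replicates below 60%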; further: values of inactives mirror those of a sister screen read the other way
KKLEB cytotox – reduces viability of KKLEB cystic fibrosis airway cells; KKLEB CF airway cells viability, ATPlite luminescence, overnight; active compounds read low; cells stimulated with P. aeruginosa culture filtrate; activity change (cytotoxicity), % at 5 µM; 0.36% of 360,000 active; AID 602141;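 active means corrected activity change at or below -50% at 5 µM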
Shn3 inh set2 – Schnurri-3 reporter inhibition in Clone20 osteoblasts | Clone20 osteoblast Shn3 3'UTR firefly luciferase, 24 h | inhibition, % at 12.5 µM | 0.52% of 360,000 active | AID 588674;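 active means mean inhibition of at least 75% with every replicate also reaching 75%; inconclusive means mean inhibition at least 75% but some replicate below; inactive means mean inhibition below 75%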;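 further: 0% = median of neutral control wells and 100% = pilot-screen positive control compound; some compounds past the cut are filed as inactive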
* hit, by the source's call; ? = inconclusive; nt = no result given; & = joins results of further samples; ! = not confirmed by another sample. An excerpt; count on the stated rates, not on these rows.

SMILES	Peg3 promoter	NR2E3 ag-1	C8 TRAIL sens	NR2E3 ag-2	TWEAK-Fn14 inh	CF NFkB block	HIF-2a inh	TROY NFkB inh	TRPM1 prom inh	KKLEB cytotox	Shn3 inh set2
Cc1ccccc1NC(=O)Cc1cccc(C(F)(F)F)c1	-13	3	6	-5	2	3	2	-16	9	-2	6
CNc1snc(C)c1C(=O)OCC(=O)N(C)c1ccccc1	-8	2	-12	20	5	5	7	3	1	0	11
COc1ccc(Br)cc1C(=O)Nc1ccccc1N1CCN(C(=O)c2ccccc2)CC1	31	0	20	-48	26	-11	7	21	9	-23	3
CC(C)NC(=NCc1ccc(Cl)cc1Cl)Nc1ccccc1	16	-1	-2	35	14	12	-8	-18	2	-13	19
Oc1cccc(-c2nc3c4c(ncn3n2)-c2ccccc2CC42CCCC2)c1	54*	-2	22	-11	71*	14	26	41	20	-7	41
CN(C)CCNS(=O)(=O)c1ccc(Cl)cc1	8	-3	4	6	1	-6	12	16	11	8	-2
COc1ccc(NC(=O)[C@@H]2CCCN2C(=O)c2cccs2)cc1S(=O)(=O)N1CCCCC1	6	3	-8	-25	-9	-37	10	-4	-3	-25	-9
CCC(C)N(C(=O)CSc1nc2ccc(OC)cc2[nH]1)C1CCS(=O)(=O)C1 (configuration not stated)	11	-3	-6	-10	6	-6	17	-3	8	3	0
CCCCCCOc1ccc(/C(C)=N/NC2=NCCN2)cc1[N+](=O)[O-]	111*	4	-4	-81	-50	-2	-154	6	34	-8	-11
COCCCNC(=S)N/N=C/c1ccc2c(c1)OCO2	-11	3	-7	-1	-19	4	-43	-42	-6	-4	-5

Reformatted: entries from further up
Under each structure – Peg3 promoter, NR2E3 ag-1, C8 TRAIL sens, NR2E3 ag-2, TWEAK-Fn14 inh, CF NFkB block, HIF-2a inh, TROY NFkB inh, TRPM1 prom inh, KKLEB cytotox, Shn3 inh set2
CCCCCCOc1ccc(/C(C)=N/NC2=NCCN2)cc1[N+](=O)[O-]
    111*, 4, -4, -81, -50, -2, -154, 6, 34, -8, -11
COc1ccc(NC(=O)[C@@H]2CCCN2C(=O)c2cccs2)cc1S(=O)(=O)N1CCCCC1
    6, 3, -8, -25, -9, -37, 10, -4, -3, -25, -9
CC(C)NC(=NCc1ccc(Cl)cc1Cl)Nc1ccccc1
    16, -1, -2, 35, 14, 12, -8, -18, 2, -13, 19
CNc1snc(C)c1C(=O)OCC(=O)N(C)c1ccccc1
    -8, 2, -12, 20, 5, 5, 7, 3, 1, 0, 11

(continued)
SMILES	Peg3 promoter	NR2E3 ag-1	C8 TRAIL sens	NR2E3 ag-2	TWEAK-Fn14 inh	CF NFkB block	HIF-2a inh	TROY NFkB inh	TRPM1 prom inh	KKLEB cytotox	Shn3 inh set2
N#CCCN(C(=O)COC(=O)CSc1ccc(Cl)cc1)c1ccccc1	2	nt	-29	-8	-10	6	8	2	2	-8	-19
CCOc1ccccc1N1CC(C(=O)Nc2cc(Cl)ccc2C)CC1=O (configuration not stated)	23	0	22	4	8	-1	2	7	4	4	-28
CC(=O)Cn1c(CN2CCCC2)nc2ccccc2c1=O	16	2	-14	-5	11	15	15	30	-11	5	-24
COc1ccc(C(=O)N/C(=C/c2cccnc2)C(=O)N2CCN(C)CC2)cc1OC	6	1	3	8	-11	-20	8	9	-1	7	-2
Cc1cccc(NC(=O)CSc2nccn2C)c1	-42	3	-17	-26	-5	15	-42	-37	-13	-2	12
Cc1ccc2nc3ccc(N4CCCC4)nn3c(=O)c2c1	-198	-1	-2	-103	9	-5	-165	-45	-94	-6	-75
O=C(Nc1nc(-c2ccccc2)ns1)c1ccncc1	-55	-2	13	-4	-4	-8	-72	-34	-15	2	-19
N#Cc1c(NC(=O)c2cnn3cccnc23)sc2c1CCCC2	-148	0	7	-10	1	0	-144	-33	-42	4	-41
Cc1cc(C)cc(OCC(=O)OCC(=O)Nc2cc(S(=O)(=O)N3CCOCC3)ccc2C)c1	-15	1	-14	1	-2	-12	3	10	10	6	8
NC(=O)CSc1nc(O)cc(=O)n1-c1ccccc1	3	-2	1	2	-1	-26	14	-5	-1	4	0
Cc1ccc(C)c(N2CCN(c3nnnn3-c3ccccc3)CC2)c1	29	-1	19	-1	-3	-11	28	19	-3	-5	17
O=C(Cn1c(C(F)(F)F)nc2ccccc21)N1CCCC1	3	-2	4	-14	6	-10	3	6	1	13	-7
CC(NS(=O)(=O)c1cccc(Cl)c1)C(=O)Nc1ccc(-c2nc3ccccc3s2)cc1 (configuration not stated)	-174	1	6	-122	-10	18	-191	1	-73	-10	0
CCCn1cc(C(=O)OCC)c(=O)c2cc(F)c(F)cc21	7	2	2	-24	3	-13	19	-9	-4	1	-3
CC(=O)c1ccccc1NCC(=O)Nc1ccc(C)cc1	-121	-2	-4	-17	-30	17	-142	-35	-37	0	-31
CC1(C(=O)NS(=O)(=O)c2cccs2)CCN1C(=O)CCc1ccc(Cl)cc1Cl (configuration not stated)	6	nt	-2	-13	1	-11	9	1	nt	-3	-2
O=C(COC(=O)c1ccccc1[N+](=O)[O-])Nc1cc(S(=O)(=O)N2CCOCC2)ccc1N1CCCC1	11	1	5	-9	0	7	10	-3	6	-14	13
Cc1cc(Cl)ccc1C(=O)C1CCCN(C(=O)c2nonc2C)C1 (configuration not stated)	26	3	0	-16	-11	-10	14	-15	-12	-5	12
COc1cc(C2CC(=O)NC3=C2C(=O)CC(C)(C)C3)cc(OC)c1O (configuration not stated)	8	4	-5	-10	7	-4	9	-11	7	5	6
Cc1cc(SCC(=O)NN=C2CCN(C(C)C)CC2)c(C)cc1Br	-1	-1	0	10	-4	-10	6	5	4	4	11
COc1ccccc1N1CCN(C2CCCN(C(=O)c3cc(C(C)C)on3)C2)CC1 (configuration not stated)	16	nt	-3	20	-39	-31	14	-16	nt	7	-6
Cn1c(CCNS(=O)(=O)c2ccc(F)cc2)nnc1SCc1cccnc1	10	0	-6	-5	5	1	2	-10	nt	-4	-9
COc1cc(SC)ccc1C(=O)Nc1ccccc1C#N	-129	0	0	-65	-11	26	-202	-90	-23	-40	-53
CC(=O)N1N=C(c2ccccc2)OC1c1ccc([N+](=O)[O-])s1 (configuration not stated)	-4	2	-1	-30	-5	-29	5	23	3	5	85
COc1cc(NC(=S)N2c3ccccc3CC2C)cc(OC)c1 (configuration not stated)	5	nt	10	-4	0	11	6	-3	13	-7	8
CC(C)NC(=O)c1onc(CSc2ccc(F)cc2)c1C(=O)NC(C)C	-1	2	-6	-11	7	17	8	-10	-10	-17	3
CC1(C(=O)NS(=O)(=O)c2cccc(OC(F)F)c2)CCN1C(=O)Cc1ccccc1 (configuration not stated)	-3	nt	-8	9	7	-16	3	-9	nt	5	-4
Cc1cc(S(=O)(=O)NCc2cccs2)ccc1-n1cnnn1	17	-4	-18	-12	-2	-13	4	5	18	7	-24
Nc1ccccc1C(=O)C[C@H](N)C(=O)O	3	nt	17	5	-17	-4	20	3	13	1	4
CCCCSCCCNC(=O)C1CCC(CNS(=O)(=O)c2ccc(NC(C)=O)cc2)CC1 (configuration not stated)	19	nt	11	-36	-3	4	-2	2	9	-9	13
CN(CCCNC(=O)Cn1cccc1C(=O)c1ccccc1)C1CCCCC1	6	-3	2	-39	-7	-10	12	7	6	-4	3
CC(=O)Oc1ccc(N(C(C)=O)S(=O)(=O)c2cccs2)cc1	-5	2	-2	19	8	4	10	-4	1	-8	3
COc1cccc(C2CC(=O)Nc3cc(OC)c(OC)cc32)c1 (configuration not stated)	17	nt	1	-15	-23	2	10	5	12	15	-5
C=CCN1C(=O)c2ccc(C(=O)N3CCN(S(=O)(=O)c4cccc([N+](=O)[O-])c4)CC3)cc2C1=O	7	0	-11	-30	-3	15	-2	4	-11	-3	0
CCCc1nn2c(=O)cc(CSCC(=O)Nc3nnc(C(C)C)s3)nc2s1	-1	-4	-16	-7	-9	13	15	1	17	0	-8
COc1cccc(/C=C/C(=O)NCCc2ccc3c(c2)OCCO3)c1	-4	0	-9	-16	-15	0	10	2	3	20	15
Cc1occc1C(=O)N=Nc1c(O)n(C)c2ccccc12	-143	-1	35	-94	4	-62	-121	-61	-21	0	-34
COC(=O)c1ccc2c(=O)[nH]c(CSc3nc(-c4ccc(F)cc4)cs3)nc2c1	26	0	-5	-45	-10	-10	-9	-22	10	-8	-2
Cc1ccc(CN2CCN(c3ccccn3)CC2)s1	-7	-4	1	1	-8	-8	-36	5	-5	7	2
O=C(CCCCCn1c(=S)[nH]c2ccccc2c1=O)NCc1ccc2c(c1)OCO2	4	4	1	-20	24	6	27	-7	14	11	25
CCNC(=S)N/N=C/c1cn(Cc2ccc(F)cc2)c2ccccc12	11	-4	11	6	-1	-29	-3	12	-13	8	40
CSCCC(C(=O)Nc1c(C)cccc1C)N(C)CCc1ccccc1 (configuration not stated)	36	nt	-15	-25	-3	3	7	-17	nt	-18	32
COc1ccc(N2CCN(C(=O)CCCOc3cc(=O)n(C)c4ccccc34)CC2)cc1	27	1	-9	-10	9	-36	6	0	10	6	-6
Cc1nn(-c2ccccc2)c(C)c1NC(=O)COC(=O)C1CC(=O)N(CCc2ccccc2)C1 (configuration not stated)	-8	-1	-7	-26	1	10	2	0	-1	-4	0
COC(C)(C)c1cc(C(C)(C)C)nc(N)n1	-8	0	-1	0	11	-8	12	7	5	12	-10
O=C(COC(=O)Cc1ccsc1)NCc1ccc(Cl)cc1	20	0	0	-9	5	-14	19	-9	-3	-9	16
O=[N+]([O-])c1ccc(Sc2cccc3cccnc23)c2cccnc12	28	-4	14	-5	-30	24	33	-18	38	-7	54
COc1ccccc1OCCNC(=O)c1ccc(S(=O)(=O)N(C)C)cc1	-77	1	-10	-12	15	-9	-28	4	3	7	-21
COc1ccccc1CC(=O)NCc1ccc2c(c1)OCO2	-20	-2	-8	-13	-10	1	-25	1	2	-8	0
C=CCSc1nnc(NC(=O)C2CC(=O)N(Cc3ccc(C)cc3)C2)s1 (configuration not stated)	-5	2	-6	-25	9	-1	5	3	20	4	13
(further entries)
SMILES	Peg3 promoter	NR2E3 ag-1	C8 TRAIL sens	NR2E3 ag-2	TWEAK-Fn14 inh	CF NFkB block	HIF-2a inh	TROY NFkB inh	TRPM1 prom inh	KKLEB cytotox	Shn3 inh set2
COc1cc(/C=C2\SC(=S)N(CC(=O)O)C2=O)ccc1OS(=O)(=O)c1ccc(C)cc1	-13	0	8	-10	-17	8	11	-17	7	4	-2
Cc1[nH]c(=S)c(C#N)c(-c2ccccc2)c1C(=O)Nc1ccccc1	0	3	-17	-10	-2	-8	13	-6	6	8	-5
CCOC(=O)N1CCN(C(=O)c2cc(COc3ccc4ncccc4c3)on2)CC1	4	4	28	65	21	-4	-3	11	26	10	?
C[C@H](CO)N1C[C@H](C)[C@@H](CN(C)S(=O)(=O)c2ccc(F)cc2)Oc2ccc(NC(=O)Cc3ccccc3)cc2C1=O	0	nt	-10	-13	-1	20	12	5	2	-21	9
Cc1ccccc1OCc1n(CC(=O)OC2CC(C)CCC2C(C)C)c2ccccc2[n+]1C (configuration not stated)	102*	-1	31&22	12&8	83*!	83*	94*!	64*	97*!	-83*	6&68

Screening results deposited in PubChem BioAssay by several laboratories.
